Screens (PubChem)
TbREL1 primary: TbREL1 inhibition, primary screen; 89,000 compounds, 0.49% hits; inhibition, % at 9.66 µM; TbREL1 RNA ligation, FRET fluorescence;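 active means inhibition above the mean inhibition across all screened compounds plus 3 SD, cut at about 11% in these data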;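 further: 0% = plate median of test wells and 100% = NSC42067 control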
Target sequence (P86926 whole entry, looked up): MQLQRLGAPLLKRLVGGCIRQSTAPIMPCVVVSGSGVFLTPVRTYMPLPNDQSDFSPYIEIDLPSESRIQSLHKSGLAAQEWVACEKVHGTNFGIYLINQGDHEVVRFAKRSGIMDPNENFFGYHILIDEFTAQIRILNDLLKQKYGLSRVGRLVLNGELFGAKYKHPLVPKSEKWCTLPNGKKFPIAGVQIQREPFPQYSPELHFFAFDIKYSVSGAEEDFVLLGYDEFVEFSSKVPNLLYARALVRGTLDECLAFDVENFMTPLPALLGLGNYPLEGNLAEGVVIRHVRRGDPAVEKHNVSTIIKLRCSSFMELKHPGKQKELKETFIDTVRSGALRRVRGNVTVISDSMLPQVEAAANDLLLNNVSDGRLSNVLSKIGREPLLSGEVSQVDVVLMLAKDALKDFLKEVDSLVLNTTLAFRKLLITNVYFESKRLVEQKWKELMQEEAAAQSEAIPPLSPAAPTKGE
* marks the source's active call; other numbers are inactive results. An excerpt (hit frequency here may not be typical).

TbREL1 primary,molecule
-1,CCC12CN3CC(CC)(CN(C1)C3c1ccccc1Cl)C2O (stereo not given)
3,CCOC(=O)CN(C(=O)CSc1nnc(-c2ccc(OC)c(OC)c2)o1)c1ccc(F)cc1
2,O=C(c1ccc(-c2cc(O)c3ncccc3c2)cc1)N1CCNCC1
-5,Cc1ccc(CN(C)C(=O)c2cccc(S(=O)(=O)N3CCN(Cc4ccccc4)CC3)c2)o1
6,CCC(C)NCCOCCOc1ccc(Br)cc1 (stereo not given)
-5,CC(C)(Oc1ccc(Cl)cc1)C(=O)NC1=NN(c2ccccc2)C(=O)C1
2,Cc1ccc(S(=O)(=O)c2cc3c(=O)n4ccccc4nc3n(CCc3ccccc3)c2=N)cc1
-1,Clc1ccc(-n2nnnc2CN2CCOCC2)cc1
-2,COc1ccc(/C=N/OCc2nc3c4c(ncn3n2)Oc2ccc3ccccc3c2C4c2ccccc2)cc1 (stereo not given)
6,Oc1ccc(/C=N/Nc2ccnc3cc(Cl)ccc23)c(O)c1O
0,Cc1nc(C)n(C(C)CNC(=O)c2ccccc2)n1 (stereo not given)
0,Cc1cc(C)n(Cc2ccccc2F)c(=O)c1C#N
1,Cc1ccc2nc(-c3ccncc3)cc(-c3ccccc3)c2c1
0,Cc1ccc(S(=O)(=O)N(C)CC(=O)NCCCn2ccnc2)cc1
-2,CCC(C)(C)NC(=O)CN(Cc1ccc(F)cc1)C(=O)CCC(=O)Nc1ccccn1
-5,COc1cc(/C=C/C(=O)Nc2ccccc2C(F)(F)F)cc(OC)c1OC
-4,COc1cccc(NC(=O)CN(C)CC(=O)c2c(C)[nH]c3ccccc23)c1
0,COCCN(C(=O)c1cc2c(s1)CCCCC2)c1c(N)n(Cc2ccccc2)c(=O)[nH]c1=O
-1,COc1cc(OC)cc(C(=O)N2CCCC(c3nc(-c4ccc(C)o4)no3)C2)c1 (stereo not given)
1,O=C(C1CCCN(S(=O)(=O)c2ccc([N+](=O)[O-])cc2)C1)N1CCN(Cc2ccccc2)CC1 (stereo not given)

TbREL1 primary,molecule
8,O=C(OCc1cccc([N+](=O)[O-])c1)c1cccnc1Cl
1,COc1ccccc1CNC(=O)CN1C(=O)NC2(CCCC2)C1=O
8,C/C=C/c1ccc(OCCCn2cncn2)c(OC)c1
4,O=C(Nc1cccc(C(F)(F)F)c1)C1CCCCC1
2,Cc1cc(NC(=O)Nc2cccc(C(F)(F)F)c2)no1
-1,COC(=O)C1=C(C)NC(C)=C(C(=O)OC)C1C(=O)OCCN1C(=O)c2ccccc2C1=O
-3,Cn1nnnc1SCC(=O)Nc1ccccc1[N+](=O)[O-]
0,O=c1[nH]c(CO)nc2c1oc1ccccc12
-6,CC1=C(C(=O)OC2CCCC2)C(c2ccc(C)o2)C2=C(CC(c3cccs3)CC2=O)N1 (stereo not given)
2,CCCc1nnc(SCC(=O)Nc2ccccc2F)o1
-1,CCC(=O)Nc1cc(-c2nnc(OC)c3ccccc23)ccc1N1CCOCC1
-4,CC(C)(C)NC(=O)CSc1nnc(Cc2ccc3c(c2)OCO3)n1C1CCCCC1
-6,COCCn1c(=S)[nH]c2cc(C(=O)NCCc3ccccc3)ccc2c1=O
4,COc1ccc(CNS(=O)(=O)CCNCc2ccco2)cc1
-2,CN(C)C(=O)C1CC(=O)OC12CCCCC2 (stereo not given)
-4,CCN(CC)S(=O)(=O)c1ccc(N2CCCC2)c(NC(=O)c2c(-c3ccccc3)noc2C)c1
-1,Cc1ccc(Cn2nc(C)c(NC(=O)CCCn3nc(C)c([N+](=O)[O-])c3C)c2C)cc1
3,CCOc1ccc(NS(=O)(=O)c2c(C(=O)N3CCCCCC3)c(C)n(C)c2C)cc1
1,CC(C)(C)NC(=O)C(=O)N/N=C/c1ccc(Br)cc1
-2,COc1ccccc1CNC(=O)CNC(=O)c1ccc(Br)o1

TbREL1 primary,molecule
-4,C[C@H](O)[C@@H]1C(=O)N2CCc3c([nH]c4ccccc34)[C@@H]2C[C@@H]1N(C)C(=O)Nc1cc(Cl)cc(Cl)c1
-5,COCCNC(=O)C(c1ccco1)N(C(=O)Cn1nnc2ccccc21)c1cc(C)ccc1C (stereo not given)
-2,CC(Sc1nc(-c2ccccc2)cc(C(F)(F)F)n1)C(=O)N1CCOCC1 (stereo not given)
4,Cc1ccc(N(C)S(=O)(=O)c2ccc3c(c2)NC(=O)C(C)S3)cc1 (stereo not given)
5,C=CCN1CCN(Cc2cnc(Cl)s2)CC1
0,CCOc1ccc(C2C(C#N)=C(N)SC(N)=C2C#N)c(OCC)c1
11*,COc1ccccc1/C=C/C(=O)NNC(=O)c1cccs1
-1,COCCOC(=O)C1=C(C)N(Cc2ccccc2)C(=O)NC1c1cccc(OC)c1OC (stereo not given)
-2,CCOC(=O)c1cnc2c(C(=O)OCC)cnn2c1N
-1,COC(=O)C1C(c2ccc(Br)cc2)Nc2nnc(C(F)(F)F)n2C1(C)O (stereo not given)
8,CCOC(=O)CNC(=O)c1ccc(Br)s1
0,COC(=O)CSc1nnc(CNC(=O)c2cccs2)n1-c1cccc(C)c1
-4,COc1cccc(CNC(=O)CCNC(=O)c2ccccc2OC)c1
0,CSc1nc(-c2ccco2)nn1C(=O)c1ccc(C)cc1
7,CN1/C(=C\C(=O)COC(=O)c2ccccc2O)C(C)(C)c2ccccc21
1,COc1cc(C)c(S(=O)(=O)Nc2ccccc2F)cc1C
3,COc1ccc(-c2cc(NC=O)c3ncc(-c4ccc(OC)c(OC)c4)n3c2)cc1
2,O=C(NCCc1ccccc1)C(=O)NN=C1CCCC1
-1,COC(=O)[C@]12CCCCC=C1N(CCC1=CCCCC1)C(=O)[C@H](CC(=O)NCc1cccs1)C2
0,CCOc1ccc(C(=O)NCCN(C)C)cc1

Some of the entries so far, as a markdown table.
| structure | TbREL1 primary |
| --- | --- |
| CCOC(=O)c1cnc2c(C(=O)OCC)cnn2c1N | -2 |
| O=C(NCCc1ccccc1)C(=O)NN=C1CCCC1 | 2 |

New compounds follow:
TbREL1 primary,molecule
0,CCc1ccc(C(=O)NC(C(=O)O)C(C)C)cc1 (stereo not given)
2,COc1ccc(C2CC(c3ccccc3)=NN2C(=O)CSc2nccc(=O)[nH]2)cc1 (stereo not given)
1,CCC1Nc2ncnc(N3CCN(c4ccccc4)CC3)c2N(Cc2ccc(Cl)cc2)C1=O (stereo not given)
3,COC(=O)[C@]12C[C@H](CC(=O)N3CCCC3)C(=O)N(Cc3ccc(Cl)cc3Cl)C1=C[C@H](C1CCCC1)O[C@@H]2C
2,Cc1ccc(/C=N/NS(=O)(=O)c2ccc([N+](=O)[O-])cc2)o1
1,O=C(CN1CCN(C(=O)c2ccccc2)CC1)Nc1ncc(Br)cc1Br
0,COc1ccc(CC(=O)Nc2ccc(S(=O)(=O)N3CCN(C)CC3)cc2)cc1
-1,CSc1ccc(Cn2nnc(C(=O)Nc3ccc(C)c(C)c3)c2N)cc1
-1,CCNC(=S)N1CC(C)OC(C)C1 (stereo not given)
6,C#CCOCCOCCOCCNc1nc(N2CCN(C(=O)[C@H](CCCCN)n3cc(CN)nn3)CC2)nc(N2CCN(C(=O)[C@H](CCCCN)n3cc(CN)nn3)CC2)n1
-1,O=C(CCn1cnc2ccccc2c1=O)Nc1nc2c(s1)CCCC2
0,O=C1c2ccccc2CN2C(=O)c3ccccc3CN12
0,CSc1cccc(NC(=O)C2CC(=O)N(c3ccc4c(c3)OCCO4)C2)c1 (stereo not given)
5,O=C(Cc1c[nH]c2ccccc12)N/N=C/c1cccc(F)c1
5,CCN(CC)S(=O)(=O)c1cccc(C(=O)Nc2nncs2)c1
-3,O=S(=O)(c1ccc2c(c1)OCCCO2)N1CCN(S(=O)(=O)c2c(F)cccc2F)CC1
-1,CC(C)CCNC(=O)c1c[nH]c2ccc(S(=O)(=O)N3CCOCC3)cc2c1=O
4,Nc1nc(NCC2CCCO2)nc(Nc2ccc(Cl)cc2)c1[N+](=O)[O-] (stereo not given)
-1,CCOC(=O)Cn1nc(C)n(-c2ccccc2)c1=O
-8,CCc1ccc(NC(=O)CSc2nnc(Cc3cccn3C)n2-c2ccc(OC)cc2)cc1

As a working copy, 17 of the compounds above.
TbREL1 primary,molecule
1,CCC1Nc2ncnc(N3CCN(c4ccccc4)CC3)c2N(Cc2ccc(Cl)cc2)C1=O (stereo not given)
3,COC(=O)[C@]12C[C@H](CC(=O)N3CCCC3)C(=O)N(Cc3ccc(Cl)cc3Cl)C1=C[C@H](C1CCCC1)O[C@@H]2C
2,Cc1ccc(/C=N/NS(=O)(=O)c2ccc([N+](=O)[O-])cc2)o1
1,O=C(CN1CCN(C(=O)c2ccccc2)CC1)Nc1ncc(Br)cc1Br
0,COc1ccc(CC(=O)Nc2ccc(S(=O)(=O)N3CCN(C)CC3)cc2)cc1
-1,CSc1ccc(Cn2nnc(C(=O)Nc3ccc(C)c(C)c3)c2N)cc1
-1,CCNC(=S)N1CC(C)OC(C)C1 (stereo not given)
6,C#CCOCCOCCOCCNc1nc(N2CCN(C(=O)[C@H](CCCCN)n3cc(CN)nn3)CC2)nc(N2CCN(C(=O)[C@H](CCCCN)n3cc(CN)nn3)CC2)n1
-1,O=C(CCn1cnc2ccccc2c1=O)Nc1nc2c(s1)CCCC2
0,O=C1c2ccccc2CN2C(=O)c3ccccc3CN12
0,CSc1cccc(NC(=O)C2CC(=O)N(c3ccc4c(c3)OCCO4)C2)c1 (stereo not given)
5,O=C(Cc1c[nH]c2ccccc12)N/N=C/c1cccc(F)c1
5,CCN(CC)S(=O)(=O)c1cccc(C(=O)Nc2nncs2)c1
-3,O=S(=O)(c1ccc2c(c1)OCCCO2)N1CCN(S(=O)(=O)c2c(F)cccc2F)CC1
-1,CC(C)CCNC(=O)c1c[nH]c2ccc(S(=O)(=O)N3CCOCC3)cc2c1=O
4,Nc1nc(NCC2CCCO2)nc(Nc2ccc(Cl)cc2)c1[N+](=O)[O-] (stereo not given)
-1,CCOC(=O)Cn1nc(C)n(-c2ccccc2)c1=O

Next section
TbREL1 primary,molecule
2,O=C(CS(=O)(=O)c1ccc(F)cc1)Nc1nnc(-c2cccs2)o1
0,CCOCc1nnc(NC(=O)COC)s1
0,CCc1ccccc1NC(=O)CSc1nnc(-c2cccs2)o1
-1,CN(C)/C=C1\C(=O)Nc2ccccc21
6,CC(C)(Oc1ccc(Cl)cc1)C(=O)NCc1n[nH]c(=O)c2ccccc12
-2,Cc1nc(C)c(C(=O)Nc2ccc(C)c(F)c2)o1
1,CCN(CC)c1ccc(/C=N\NC(N)=O)cc1
-1,Cc1cccc(NC(=O)c2ccc(NCC3CCCO3)c([N+](=O)[O-])c2)c1 (stereo not given)
-1,COc1cccc(CNS(=O)(=O)c2cc3c(cc2Br)CC(C)N3C(C)=O)c1 (stereo not given)
0,CCO/C(C)=C1\N=C(c2ccc(Cl)cc2)OC1=O
-1,Cc1ccc(S(=O)(=O)c2ncccc2[N+](=O)[O-])cc1
9,O=C(CCc1ccccc1-c1ccccc1CCNC(=O)c1cccc(F)c1)NCc1ccccc1
-5,Cc1ccc(S(=O)(=O)Nc2cccc(C(=O)NCC(c3ccco3)N3CCCC3)c2)cc1F (stereo not given)
0,Cc1nnnn1/C(=C\c1ccccc1)C(=O)OCC(=O)Nc1cccc(S(=O)(=O)N(C)C)c1
-1,C[C@@H]1O[C@@H](O[C@H]2[C@H](O[C@H]3C[C@]4(C)C(C[C@@H](O)C5C([C@]6(C)CC[C@@H](C(C)(C)O)O6)CC[C@]54C)[C@@]4(C)CC[C@H](O)C(C)(C)C34)O[C@H](CO)[C@@H](O)[C@@H]2O)[C@H](O)[C@H](O)[C@H]1O (stereo not given in full)
-7,CN(C)c1cccc(C(=O)OCC(=O)NCc2ccco2)c1
5,O=C(COc1ccc(S(=O)(=O)N2CCOCC2)cc1Cl)NCCN1CCOCC1
1,COc1ccc(C2C3=C(CCCC3=O)Nc3nc(-c4cc(OC)c(OC)c(OC)c4)nn32)cc1OC (stereo not given)
2,CC(=O)OC1CCC2C3CCC4=CC(=O)CCC4(C)C3CCC2(C)[C@]1(C)O (stereo not given in full)
0,CC(C)(C)OC(=O)CNC(=O)c1[nH]cnc1C(=O)NCC(=O)OCc1ccccc1

TbREL1 primary,molecule
1,COc1ccccc1NS(=O)(=O)c1ccc(C)c(NC(=O)c2c(C)noc2C)c1
0,COC(=O)C1CCN(C(=O)c2sc3nc(-c4ccccc4)cn3c2C)CC1
0,O=C(Nc1ccc(F)cc1)N1CCN(C/C=C/c2ccccc2)CC1
-2,CCSc1nnc2ccc(-c3cccs3)nn12
-2,CCCC(=O)Nc1nc2nc(C)cc(=O)n2[nH]1
-4,CC(C(=O)OCC(=O)c1ccc([N+](=O)[O-])cc1)N1C(=O)C2C3C=CC(C3)C2C1=O (stereo not given)
-3,Cc1ccc(NC(=S)NNC(C)(C)C)cc1
0,CC(C)c1ccc(/C=N/NC(=O)c2c(Cl)cnn2C)cc1
-2,O=C(c1ccccc1OCc1ccccc1)N(Cc1ccccn1)CC1CCCO1 (stereo not given)
1,Cc1cc2c(ncn2Cc2ccccc2)c([N+](=O)[O-])c1C
-2,CCOC(=O)C1CCN(C(=O)CCNC(=O)Cn2cnc3ccccc3c2=O)CC1
-3,CCOc1ccccc1N(C(=O)c1snc(C(N)=O)c1N)C(C(=O)NCc1ccccc1)c1ccc(O)cc1 (stereo not given)
-3,Cc1ccc(S(=O)(=O)N(C)CCCC(=O)Nc2ccc(F)cc2)cc1
-2,COc1ccccc1OCCn1c(=O)n(C)c2ccccc21
-1,C[C@H]1CN([C@@H](C)CO)C(=O)CCCn2cc(nn2)CO[C@@H]1CN(C)C(=O)CCC(F)(F)F
9,O=C(CC1NCCNC1=O)Nc1cccc([N+](=O)[O-])c1 (stereo not given)
5,Cc1ccc(NC(=O)NCc2cccnc2)cc1Cl
0,Cc1ccc(N2C(=O)CC(N3CCc4ccccc43)C2=O)cc1Cl (stereo not given)
-1,CC(=O)c1ccc(S(=O)(=O)N(C)CCCC(=O)N2CCN(c3ncccn3)CC2)cc1
3,CC(C)C1Cc2[nH][nH]c(=O)c2C(C2CC2)O1 (stereo not given)

TbREL1 primary,molecule
2,Cc1ccc2[nH]c(=O)c(CNC(C)(C)C)cc2c1
-1,CCOC(=O)C1=C(N)N2C(=O)C(C)SC2=C(C(=O)OCC)C1c1ccccc1 (stereo not given)
4,C[C@H](NC(=O)c1ccccc1Cl)C(=O)OCC(=O)NNC(=O)c1cccs1
4,COc1ccc(-c2noc(C(C)NC(=O)c3ccco3)n2)cc1OC (stereo not given)
-4,COc1ccc(NC(=O)c2sc(=O)n(Cc3ccc(SC)cc3)c2C)cc1OC
-2,O=C(COC(=O)c1cccs1)NCCN1C(=O)CSC1=O
